# Screening data (PubChem BioAssay)
# NADH coupling: blocks coupling enzymes of NAD/NADH assays. coupled PK/LDH NADH assays, four targets. IC50, µM (highest dose often 10 µM), without a hit: top-dose inhibition. hit rate 0.02% among 65,000. AID 774;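 active = single-dose screening hits from any of four coupled enzyme assays that gave an IC50 when retested across doses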;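 also: the DPM-DC format reads NADH fluorescence rather than 340 nm absorbance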
# Hsp90 inh: displaces geldanamycin probe from tumor Hsp90 | NCI-N417 lysate Hsp90, Cy3B-geldanamycin FP displacement | inhibition, % at 30 µM | hit rate 0.35% among 64,000 | P07900;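 active = inhibition above 50%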;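 also: 0% = tracer plus lysate wells and 100% = tracer alone without lysate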
# 5HT1a ag: 5-HT1a (human) receptor agonism. hit rate 0.56% among 65,000. P08908. activation, % at 10 µM. AID 567. CHO 5-HT1a Ga15 NFAT-bla reporter, FRET ratio; 0% basal, 100% maximal reference agonist;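 active = activation above the screen-wide mean activation plus 3 SD, cut at about 19% in these data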;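 also: 0% = DMSO wells and 100% = 5-CT at EC100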
# D1 allo mod: D1 dopamine receptor (human) allosteric modulation. P21728. HEK293 D1, CRE-luciferase, dopamine EC30 potentiation; actives deviate in either direction. B-score at 10 µM. hit rate 5.9% among 58,000. AID 641;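 active = luminescence count or its row- and column-corrected plate score outside the 99.7% band of the plate's sample wells, on either side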
# Target sequence (P21728 whole entry, looked up): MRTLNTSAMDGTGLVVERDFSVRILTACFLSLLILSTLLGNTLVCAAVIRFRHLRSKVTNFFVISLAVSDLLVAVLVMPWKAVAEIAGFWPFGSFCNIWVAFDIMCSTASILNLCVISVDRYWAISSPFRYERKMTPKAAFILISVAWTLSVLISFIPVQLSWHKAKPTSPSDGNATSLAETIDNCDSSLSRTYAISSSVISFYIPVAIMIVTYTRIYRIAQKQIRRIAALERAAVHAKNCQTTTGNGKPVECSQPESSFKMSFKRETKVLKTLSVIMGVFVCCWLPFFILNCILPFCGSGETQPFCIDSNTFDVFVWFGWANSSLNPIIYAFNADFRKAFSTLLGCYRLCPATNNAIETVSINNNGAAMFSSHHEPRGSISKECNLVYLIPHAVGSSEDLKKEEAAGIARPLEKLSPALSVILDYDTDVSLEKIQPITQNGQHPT
# E coli RNAP: inhibitors of Escherichia coli RNA polymerase; hit rate 0.2% among 62,000; E. coli RNA polymerase, fluorescence transcription assay; P0A8V2; AID 559; inhibition, %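 (tested at 10 µM)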; in the data active = inhibition above about 20%;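 also: 0% = enzyme without compound and 100% = no enzyme blank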
# M1 ag: agonists of M1 muscarinic receptor; hit rate 3% among 64,000; CHO-M1 cells, Fluo-4 calcium fluorescence, agonist mode; stronger effect = higher value; B-score at 10 µM;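 active = fluorescence rise, raw or as B-score row- and column-corrected plate score, outside the 99.7% band of its plate's samples, either direction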
# M1 antag: M1 muscarinic receptor (rat) antagonism; P08482; CHO-M1 cells, Fluo-4 calcium, ACh EC80 antagonist mode; stronger effect = lower value; B-score at 10 µM; hit rate 3.4% among 64,000;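 active = calcium fluorescence response, raw or row-and-column corrected B-score, differing from the plate sample mean either way at a set confidence level, mostly lower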
# Target sequence (P08482 whole entry, looked up): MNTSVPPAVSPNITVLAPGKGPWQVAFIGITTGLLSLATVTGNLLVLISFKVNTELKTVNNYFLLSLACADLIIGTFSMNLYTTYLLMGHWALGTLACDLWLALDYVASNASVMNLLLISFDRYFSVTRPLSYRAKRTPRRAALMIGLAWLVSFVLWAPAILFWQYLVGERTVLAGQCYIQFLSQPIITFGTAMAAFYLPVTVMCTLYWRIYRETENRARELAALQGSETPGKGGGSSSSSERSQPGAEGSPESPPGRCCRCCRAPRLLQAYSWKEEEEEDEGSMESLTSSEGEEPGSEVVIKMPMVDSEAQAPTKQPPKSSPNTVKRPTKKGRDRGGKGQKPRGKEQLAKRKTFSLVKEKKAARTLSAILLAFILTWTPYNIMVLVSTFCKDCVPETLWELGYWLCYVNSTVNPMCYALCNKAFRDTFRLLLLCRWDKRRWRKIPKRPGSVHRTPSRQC
# Her2 expr inh: inhibitors of human Her2 kinase expression | SKBR-3 HER2 protein level, AlphaScreen, 18-24 h; stronger effect = lower value | P04626 | AID 645 | HER2 level % of control, % at 10 µM | hit rate 0.69% among 65,000;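 active = HER2 level under 5% of the carrier-only control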;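 also: 100% = DMSO carrier and 0% = 500 nM PU-H71 HSP90 inhibitor; lower value means stronger loss of Her2 protein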
# Fluor 339 460: intrinsic fluorescence of library compounds, ex339/em460 – biochemical, MLSMR library, data from DPM-DC assay, artefact control, profiling panel; compound autofluorescence, ex339/em460 nm, NADH buffer; stronger effect = higher value; 1 = no-compound wells, NADH background; hit rate 5.5% among 65,000; AID 709; fluorescence fold increase at 10 µM;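 active = at 10 µM, mean starting fluorescence two-fold or more over control wells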;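 also: signal is the first read of a kinetic run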
# * = called active by the depositor; nt = not tested or not shown; [ ] = dose if it differs, or a comment.
SMILES,NADH coupling,Hsp90 inh,5HT1a ag,D1 allo mod,E coli RNAP,M1 ag,M1 antag,Her2 expr inh,Fluor 339 460
CCC(=O)Nc1cccc(NC(=O)c2cccnc2)c1,4%,0,-2.0,-0.13,1,-0.081,0.068,76,1.1
CCCC(=O)Nc1nc2ccc(OCC)cc2s1,6%,-2,1.4,-0.74,5,-0.67,-0.33,87,1.1
Cc1cc(NC(=O)CSc2nnc(CNc3ccc(F)cc3)n2C2CCCCC2)no1,6%,-2,-1.3,1.1,8,-0.77,-0.17,143,1.1
COc1ccc(S(=O)(=O)NCc2ccc3c(c2)cc(C)n3C)cc1,7%,14,-4.4,nt,8,-0.94,0.37,94,1.1
O=C(c1cccc2ccccc12)N1CCN(c2ccccc2F)CC1,6%,-4,-3.0,-1.5,3,-0.078,-0.19,96,1.1
Cc1ccc(CCNC(=O)CCNS(=O)(=O)c2ccc3c(c2)oc(=O)n3C)cc1,2%,-2,-1.7,-0.9,2,-0.2,-0.49,95,1.2
C/C(=C\c1ccco1)C1C(C#N)=C(N)OC2=C1C(=O)CC(C)(C)C2 (centres undefined),6%,0,-0.3,0.97,0,-0.58,0.0036,94,1.1
CCOC(=O)CSc1nc2ccccc2c(=O)n1CC1CCCO1 (centres undefined),4%,1,-0.3,nt,-2,-0.019,-0.59,135,1.2
Cc1occc1C(=O)Nc1cc(C(F)(F)F)ccc1Cl,3%,-1,-0.8,0.77,-2,nt,nt,29,1
CCOCc1nnc(NC(=O)CSCc2ccccc2)s1,12%,-4,-2.3,-0.32,-1,-0.4,-1.4,97,1.1
COc1cccc(C(=O)Cn2c(=O)n(CC3CCCO3)c(=O)c3ccccc32)c1 (centres undefined),0%,0,0.2,-0.12,-3,2,0.83,74,1.1
O=C(Nc1nnc(C2CCCC2)s1)C1CCN(S(=O)(=O)c2ccc(Cl)cc2)CC1,2%,2,1.2,1.1,0,-0.26,-0.37,92,1.1

# Some values from the results shown:
# O=C(Nc1nnc(C2CCCC2)s1)C1CCN(S(=O)(=O)c2ccc(Cl)cc2)CC1 – E coli RNAP: 0
# Cc1occc1C(=O)Nc1cc(C(F)(F)F)ccc1Cl – 5HT1a ag: -0.8
# CCCC(=O)Nc1nc2ccc(OCC)cc2s1 – M1 ag: -0.67
# COc1ccc(S(=O)(=O)NCc2ccc3c(c2)cc(C)n3C)cc1 – Hsp90 inh: 14
# Cc1ccc(CCNC(=O)CCNS(=O)(=O)c2ccc3c(c2)oc(=O)n3C)cc1 – Hsp90 inh: -2

# Further entries
SMILES,NADH coupling,Hsp90 inh,5HT1a ag,D1 allo mod,E coli RNAP,M1 ag,M1 antag,Her2 expr inh,Fluor 339 460
COc1ccc(C(C(=O)NC2CCCCC2)N(CC2CCCO2)C(=O)CNC(=O)c2ccco2)cc1 (centres undefined),4%,4,-1.1,-0.47,3,-0.81,0.94,100,1.1
COc1ccc(OCc2nn3c(-c4ccccn4)nnc3s2)cc1,5%,-1,-2.3,0.026,4,0.12,0.76,73,1.1
COCCCNC(=O)c1ccc(N(C)S(=O)(=O)c2ccc(OC)cc2)cc1,2%,2,-0.9,-0.35,-6,-0.09,-0.099,145,1.1
Cn1c(CNC(=O)c2ccco2)nnc1SCC(=O)N1c2ccccc2Sc2ccccc21,2%,-13,-2.6,-0.04,4,0.79,1.2,94,1.1
CCCN1C2CCCC1CC(NC(=O)c1cc(OC)c(OC)c(OC)c1)C2 (centres undefined),6%,-1,-1.1,-0.56,9,0.35,-2.6,103,1
COc1ccc(N2CCN(S(=O)(=O)c3ccc(C(=O)NC4CCCC4)cc3)CC2)cc1,5%,-1,-2.5,-0.0094,-2,0.73,0.44,110,1.1
Cc1ccc(S(=O)(=O)c2nc(C(C)(C)C)oc2N2CCOCC2)cc1,3%,-3,-0.7,0.16,-1,-0.074,0.14,166,1
O=C(CSc1ncnc2c1nnn2Cc1ccccc1F)N1CCN(c2ccccc2)CC1,3%,-4,-2.1,nt,1,0.43,-0.48,75,1
O/N=C1/CC/C(=N\O)c2nn(-c3ccccc3)nc21,0%,-4,-0.9,0.51,nt,-0.84,-1,135,1.1
CCOn1c(=O)c(-c2cc3ccccc3o2)[n+]([O-])c2ccccc21,1%,4,1.9,2.4,2,23*,-0.14,103,1.2
O=C(CSc1oc(-c2ccc(F)cc2)nc1S(=O)(=O)c1ccc(F)cc1)NCC1CCCO1 (centres undefined),3%,nt,-3.0,-0.37,0,0.37,1,205,1.1
CC(C)NC(=O)C1CCCN(S(C)(=O)=O)C1 (centres undefined),0%,3,-1.8,-0.26,2,0.83,-0.3,76,1.1
CCOC(=O)c1ccc(NC(=O)CC2SC(=NC)N(C)C2=O)cc1 (centres undefined),0%,-4,4.8,-0.18,4,-0.038,0.3,113,1.1
O=C(c1cc2nc(-c3ccco3)cc(C(F)(F)F)n2n1)N1CCc2ccccc2C1,20%[fluoresces],-6,3.3,0.68,7,0.052,0.033,59,2.2*
COc1ccc(-n2nnnc2SCC(=O)c2ccc3c(c2)OCCO3)c(OC)c1,7%,-2,-1.9,nt,9,0.0014,-0.0007,47,1.1
Cc1nonc1NC(=O)c1ccccc1Br,1%,-4,-3.2,-0.042,1,-0.38,0.3,129,1
O=C(COC(=O)C1COc2ccccc2O1)NC(=O)NC1CCCC1 (centres undefined),4%,7,-1.5,0.95,5,-0.04,0.83,114,1.1
Cc1cc2oc(=O)cc(C)c2cc1NC(=O)CCC(=O)O,11%,-2,-3.2,-2.3,8,-2.6,0.53,95,2.5*
CCOC(=O)N1CCN(C(=O)Cn2ncc3ccccc32)CC1,5%,-2,1.2,-0.12,8,0.002,0.082,96,1.1
Cc1ccc(/C=N/n2c(C)nnc2C)cc1,5%,-1,0.8,0.65,-4,-1.6,0.24,95,1.1
N=c1c2c(-c3ccccc3)c(-c3ccccc3)oc2ncn1CCCN1CCOCC1,11%,-2,2.6,-0.074,12,nt,nt,14,1.5
CC(=O)C(Sc1ncnc2c1nnn2-c1ccc(F)cc1)C(=O)N(C)C (centres undefined),3%,0,-3.8,-0.98,4,-0.36,0.7,-10*,0.86
Cc1cc(C)n(-c2ccc(C(=O)Nc3ccccn3)cc2)n1,5%,-16,-1.4,-4.1*,10,-0.8,0.21,92,1.1
CCSCC1COC(c2cccn2Cc2ccc(C)cc2)=N1 (centres undefined),4%,0,0.6,0.78,13,0.057,0.12,89,1.1

# Reformatted: two of the compounds above.
molecule	NADH coupling	Hsp90 inh	5HT1a ag	D1 allo mod	E coli RNAP	M1 ag	M1 antag	Her2 expr inh	Fluor 339 460
Cc1cc2oc(=O)cc(C)c2cc1NC(=O)CCC(=O)O	11%	-2	-3.2	-2.3	8	-2.6	0.53	95	2.5*
Cc1nonc1NC(=O)c1ccccc1Br	1%	-4	-3.2	-0.042	1	-0.38	0.3	129	1

# (cont.)
SMILES,NADH coupling,Hsp90 inh,5HT1a ag,D1 allo mod,E coli RNAP,M1 ag,M1 antag,Her2 expr inh,Fluor 339 460
Cc1ccccc1C(=O)c1ccc2c(c1)n(C)c(=O)n2C,6%,0,-1.5,nt,nt,0.0021,0.39,118,1
CCOc1ccccc1Nc1nc2ccccc2[nH]1,4%,3,-0.1,-0.81,2,0.65,0.04,80,1.1
CCC(C)NC(=O)CSc1nc2ccc(N3CCOCC3)cc2c(=O)n1CCc1ccccc1 (centres undefined),10%,1,-0.4,nt,-3,0.055,-0.17,38,2.3*
Clc1ccc(C2=Nn3c(nnc3-c3n[nH]c4c3CCC4)SC2)cc1Cl,2%,-3,-3.2,9.4*,5,-0.082,-0.58,10,1.1
Cc1ccc(-c2cc(-c3ccccc3Cl)c(C#N)c(N)n2)o1,8%[fluoresces],-17,9.8,-0.18,-6,0.22,0.34,92,2.3*
CN(C)CCCNC(=O)c1ccc2[nH]c3ccccc3c2c1,10%[fluoresces],-11,-1.3,-1.7,5,0.42,0.17,131,3.4*
CCOC(=O)C(C(=O)OCC)C(C)C#CCN1CCCCC1 (centres undefined),3%,-4,-4.4,-0.053,11,-0.54,-1.4,100,1
CCOc1cc(C(=O)OCC(=O)c2c(C)[nH]c3ccccc23)ccc1OCC(=O)N1CCOCC1,8%,-4,1.5,-1.1,5,0.003,-0.68,75,0.94
Cn1c(=O)c2c(ncn2CC(=O)N2CCc3ccccc3C2)n(C)c1=O,2%,-2,-3.0,1.3,9,-0.1,0.57,75,1.1
COC(=O)c1[nH]c2ccccc2c1NC(=O)CCN1CCSCC1,2%,-10,-1.9,-0.09,2,0.063,-1.9,130,1.4
CCOc1ccc(NC(=O)c2oc3ccccc3c2NC(=O)C2CC2)cc1,5%,-3,-0.8,-0.39,-2,-0.06,0.049,87,2.6*
CCOC(=O)C1CCN(S(=O)(=O)c2cn(C)c(=O)n(C)c2=O)CC1,4%,-2,-1.4,-0.044,3,1.3,-1.4,nt,1.1
CC(=O)c1ccc2c3c(ccc(O)c13)CC2,7%,-5,-0.9,0.42,4,-0.022,-0.15,102,1.1
CCC(C)(C(=O)NC1CCCCC1)N(C)C(=O)c1ccccn1 (centres undefined),0%,0,-1.2,-0.096,-4,-0.005,1,58,1.1
N#CC1=C(N)SC(N)=C(C#N)C1c1ccoc1,6%,-36,-3.5,0.094,7,0.3,-0.13,79,1.1
CC1(C)Oc2ccc(C(=O)N3CCCCC3)cc2N(CC(=O)NCc2ccccc2)C1=O,0%,-2,1.7,0.43,8,1.8,0.8,90,1.1
Cn1c(=O)[nH]c(=O)c2c1nc(CN1CCOCC1)n2CCCc1ccccc1,2%,0,-3.3,1.2,-1,-0.85,0.77,102,1.1
O=C(CCCc1ccccc1)NCc1cccnc1,3%,-2,-0.9,0.031,3,1.6,-0.31,105,1.1
Cc1nc(N2CCN(Cc3ccccc3)CC2)nc2c1C(=O)CC(c1ccco1)C2 (centres undefined),2%,-7,-1.0,0.84,9,-0.52,-0.09,83,1.1
Cn1c(=O)c2cc(NCc3ccccc3)nnc2n(C)c1=O,4%,nt,-2.2,-0.57,4,1.1,0.5,101,1.2
COC(=O)Cn1c(CN2CCOCC2)nc2c1c(=O)n(C)c(=O)n2C,3%,-2,-1.8,-0.51,9,0.78,-0.7,105,1
CCCc1cc2c(c(NC(C)=O)n1)c(=O)oc1ccccc12,16%,0,-3.9,7.9*,3,-0.07,-0.079,64,1.3
O=S(=O)(NCCc1cn2ccccc2n1)c1cccs1,2%,-3,-5.3,0.36,3,0.81,-1,84,1.1
O=C(OC(C(=O)NCc1ccc2c(c1)OCO2)c1ccc(Cl)cc1)c1ccco1 (centres undefined),3%,-2,-2.6,-0.42,1,0.22,-0.031,96,1.1
Cn1c(=O)[nH]c(=O)c2c1nc(NCc1ccccc1)n2CC(O)c1ccccc1 (centres undefined),15%,-1,-0.6,0.53,nt,0.21,-0.05,92,1.2
Cc1sc(NC(=O)CSc2nnc(COc3ccc(Cl)cc3)n2C)c(C#N)c1C,7%,-2,0.4,-1.1,9,-0.25,0.37,116,1.1
COc1cccc(NC(=O)Cn2nnc(-c3ccccc3N)n2)c1,0%,-3,-1.8,-0.27,-1,-0.18,-0.27,82,1.1
Cc1cccn2c(=O)c3cc(C(=O)NCCN4CCOCC4)c(=N)n(CCc4ccccc4)c3nc12,0%[fluoresces],-4,14,-0.72,0,0.47,-1.1,75,2.3*
Cc1cccc(OCC(O)Cn2c(-n3nc(C)cc3C)nc3c2c(=O)[nH]c(=O)n3C)c1 (centres undefined),19%,-3,-3.9,nt,nt,-1.1,-0.073,84,2.9*
O=C(CSc1ncccc1-c1nc2ccccc2[nH]1)NC1CC1,15%,-6,-3.5,-0.8,2,1.4,-0.33,117,1.6
Cc1ccc(S(=O)(=O)N2CCCC2C(=O)Nc2nc3ccccc3s2)cc1 (centres undefined),0%,-3,-3.8,0.28,nt,-0.017,-0.13,74,1.1
CC(C)Cc1cc(C(=O)Nc2ccc(F)cc2F)no1,4%,-1,-2.3,-1.6,0,0.69,1.3,92,1.1
CCOC(=O)C1=C(C)N(C2CCCCC2)C(=O)C1,0%,2,-2.4,-0.2,5,0.77,-0.33,89,1.1
